Compound activity from PubChem BioAssay.
BoNT A protease = inhibitors of Botulinum neurotoxin A light chain protease. multiplex microsphere protease substrate cleavage, flow cytometry. inhibition, % at 10 µM. 360,000 tested, 0.17% active. AID 588499; note: plate controls were buffer without enzyme for full effect and enzyme alone for no effect
Mtb BioA inh = inhibitors of Mycobacterium tuberculosis BioA enzyme; purified M. tuberculosis BioA enzyme, plate reader; inhibition, % at 9.99 µM; 360,000 tested, 0.096% active; in the data active = inhibition above about 40%; inconclusive = no clear call, values can overlap the other calls
PfHsp40 yeast = restores yeast growth despite PfHsp40 toxicity | growth rescue, % at 12.5 µM | 340,000 tested, 0.68% active | S. cerevisiae expressing PfHsp40, growth rescue, ATP luminescence; in the data active = growth rescue above about 28%, passing the limit was not always enough; inconclusive = no clear call, values can overlap the other calls;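 note: yeast W303a lacking pdr1 and pdr3 grown in galactose medium; growth measured after three days at 30 °C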
Anthrax LF prot = inhibitors of Bacillus anthracis lethal factor protease | multiplex microsphere protease cleavage assay, LF | inhibition, % at 10 µM | AID 588501 | P15917 | 360,000 tested, 0.12% active; note: plate controls were buffer without enzyme for full effect and enzyme alone for no effect
Target sequence (P15917 whole entry, looked up): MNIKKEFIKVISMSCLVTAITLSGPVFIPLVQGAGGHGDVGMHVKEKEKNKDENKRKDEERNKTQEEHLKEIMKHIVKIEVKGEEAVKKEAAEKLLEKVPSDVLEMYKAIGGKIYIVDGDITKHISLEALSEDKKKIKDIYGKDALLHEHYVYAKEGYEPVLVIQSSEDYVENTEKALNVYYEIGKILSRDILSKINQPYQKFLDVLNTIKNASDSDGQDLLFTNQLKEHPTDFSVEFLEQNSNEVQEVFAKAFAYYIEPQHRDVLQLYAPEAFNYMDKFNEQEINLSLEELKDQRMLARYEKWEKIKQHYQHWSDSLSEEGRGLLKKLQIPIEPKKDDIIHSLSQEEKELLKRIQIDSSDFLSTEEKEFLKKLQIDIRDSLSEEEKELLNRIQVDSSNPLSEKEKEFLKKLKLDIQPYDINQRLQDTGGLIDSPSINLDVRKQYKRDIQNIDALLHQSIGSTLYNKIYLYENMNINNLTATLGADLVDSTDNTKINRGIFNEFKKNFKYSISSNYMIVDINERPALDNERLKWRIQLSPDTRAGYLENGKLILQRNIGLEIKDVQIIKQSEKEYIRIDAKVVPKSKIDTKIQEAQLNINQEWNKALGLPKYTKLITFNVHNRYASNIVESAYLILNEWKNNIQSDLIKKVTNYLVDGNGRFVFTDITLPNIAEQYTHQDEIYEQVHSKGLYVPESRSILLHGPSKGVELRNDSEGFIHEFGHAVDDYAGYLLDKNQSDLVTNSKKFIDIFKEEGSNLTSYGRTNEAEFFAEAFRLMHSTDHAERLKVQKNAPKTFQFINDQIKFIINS
FadD28 FP inh = blocks FadD28 binding to the bisubstrate probe; 360,000 tested, 0.22% active; fluorescence polarization; AID 588549; inhibition, % at 12.5 µM; in the data active = inhibition above about 8.5%, passing the limit was not always enough; inconclusive = no clear call, values can overlap the other calls
BoNT F protease = blocks Botulinum neurotoxin F light chain protease; Multiplex microsphere protease cleavage assay, flow cytometry; inhibition, % at 10 µM; 360,000 tested, 0.22% active; AID 588497; in the data active = inhibition above about 35%, passing the limit was not always enough; inconclusive = no clear call, values can overlap the other calls; note: plate controls were buffer without enzyme for full effect and enzyme alone for no effect
Mtb FBA inh = inhibitors of M. tuberculosis fructose-bisphosphate aldolase; purified M. tuberculosis FBA, fluorescence read-out; P9WQA3; 360,000 tested, 2.3% active; inhibition, % at 1 µM; in the data active = inhibition above about 27%;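 note: 0% = vehicle and 100% = reference inhibitor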
UGM FP inh = blocks M. tuberculosis UGM enzyme | P9WIQ1 | inhibition, % at 10 µM | purified UGM, fluorescence polarization probe displacement | 320,000 tested, 0.06% active; in the data active = inhibition above about 10%, passing the limit was not always enough; inconclusive = no clear call, values can overlap the other calls
GDH-TPI counter = GDH-TPI coupled enzyme inhibition counter-screen; GDH-TPI coupled enzyme counterscreen, NADH absorbance; inhibition, % at 4.8 µM; 360,000 tested, 1.2% active; AID 588335; in the data active = inhibition above about 30%;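 note: 0% = DMSO wells and 100% = wells lacking the enzyme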
Active calls of the source: *; ? = inconclusive; / = not tested or not shown; + = active, no number. Cut-off read from the data, not from the text of the source, unless noted: active = inhibition above about 30%; inconclusive = no clear call, values can overlap the other calls; inactive = below that. No enrichment for hits; about 4.7% have a hit in one of these screens.

#1 CCOc1ccc(N2CC(C(=O)Nc3ccc4c(c3)OCO4)CC2=O)cc1 (configuration not stated)
#2 CCCS(=O)(=O)N1CCn2c(nc3ccccc32)C1
#3 CCCCNC(=O)N(O)C1N(/N=C/c2ccccc2O)C(=S)SC1(C)C (configuration not stated)
#4 CCCCOC(=O)Nc1cc(OC)c(Cl)cc1OC
#5 NC(=O)CC1C(=O)N(c2ccccc2)C(=S)N1NC(=O)c1ccc(Br)cc1 (configuration not stated)
#6 CN1C(=O)NC(c2ccccc2[N+](=O)[O-])C2=C1CCCC2=O (configuration not stated)
#7 OCc1ccccc1OCCCN1CCC(Cc2ccccc2)CC1
#8 COc1cc(N=C2C(=O)N3c4c(cccc42)C(C)=CC3(C)C)cc(OC)c1
#9 Fc1ccc(C2NCCn3cccc32)cc1 (configuration not stated)
#10 CCNC(=O)c1cc2c(c(-c3cccc(-c4cccc(C(=O)N(C)C)c4)c3)n1)[C@H](CCO)N(S(=O)C(C)(C)C)C2 (some centres not stated)

Screen / compound no.,1,2,3,4,5,6,7,8,9,10
BoNT A protease,0.2,0.7,-6.4,1.2,2.1,-4.2,-3.5,0.1,/,1.3
Mtb BioA inh,/,1.9,0.6,2.8,0.8,-6.3,0.3,-3.4,0.6,-3.5
PfHsp40 yeast,-1.5,-0.5,1.1,-0.7,-1.7,-1.7,-1.4,-1.0,-1.1,/
Anthrax LF prot,0,-6,-13,-2,-2,-9,11,1,/,-5
FadD28 FP inh,-3.3,-0.4,1.4,-2.5,-0.8,6.5,0.4,-1.4,-1.1,0.6
BoNT F protease,-1,8,-29,0,33,-13,?,-9,/,-17
Mtb FBA inh,-2,4,0,-1,0,2,2,7,-1,2
UGM FP inh,-0.8,-0.3,4.4,-0.5,1.6,12*,-0.7,-2.5,0.4,/
GDH-TPI counter,-4,-5,23,-1,-4,14,10,4,15,/

#11 Cc1ccccc1OCC(=O)Nc1ccccc1CO
#12 O=C1C[C@H](c2ccc(O)cc2)Oc2cc(O[C@@H]3O[C@H](CO)[C@@H](O)[C@H](O)[C@H]3O)cc(O[C@@H]3O[C@H](CO)[C@@H](O)[C@H](O)[C@H]3O)c21
#13 CC(C)CC1C(=O)N(Cc2cn(CCC3OCCO3)nn2)CCS(=O)(=O)N1Cc1ccc(-c2ccncc2)cc1 (configuration not stated)
#14 CCCCOc1ccc(S(=O)(=O)Nc2cccnc2)cc1
#15 CCOc1ccc(C(=O)NC(=S)Nc2ccccc2OC)cc1[N+](=O)[O-]
#16 COc1cc2c(cc1NC(=O)Nc1ccc(C)cc1)oc1ccccc12
#17 CC(Sc1ccc(Cl)cc1)C(=O)N(C)CC(=O)Nc1ccc(N2CCOCC2)cc1 (configuration not stated)
#18 Cc1ccc(C(=O)C(C)OC(=O)Cn2[nH]c(=O)c3ccccc3c2=O)cc1 (configuration not stated)
#19 COc1ccc2c(CC(=O)Nc3c(C)n(C)n(-c4ccccc4)c3=O)coc2c1
#20 COc1ccc(OCC(=O)Nc2ccc(NC(=O)c3ccco3)cc2)cc1

Screen / compound no.,11,12,13,14,15,16,17,18,19,20
BoNT A protease,0.3,-0.1,-0.1,-0.2,0.6,-0.1,2.5,1.3,2.6,0.2
Mtb BioA inh,-1.6,-1.3,-2.1,0.5,/,-1.6,/,-3.0,-1.6,-1.9
PfHsp40 yeast,0.1,-0.1,/,3.3,-0.6,23,0.2,-0.7,-0.5,0.0
Anthrax LF prot,0,4,-5,-3,-2,-1,-3,-3,0,-3
FadD28 FP inh,-5.1,0.1,-2.0,-3.9,-0.4,-4.2,-1.1,-4.2,-1.4,-4.7
BoNT F protease,3,-5,3,-2,2,8,0,6,1,8
Mtb FBA inh,4,-4,1,0,-1,-1,-1,0,2,-4
UGM FP inh,-3.1,-0.4,/,1.5,0.5,2.5,-0.9,0.3,0.5,-1.5
GDH-TPI counter,-6,9,16,6,8,1,-10,4,3,-1

#21 CCn1cc(C(=O)NCCCN2CCCCCC2)c(=O)c2cc(S(=O)(=O)N3CCc4ccccc4C3)ccc21
#22 CCNC(=O)C12CCC(C)(C(=O)C1Br)C2(C)C (configuration not stated)
#23 CCc1cccc(C)c1NC(=O)CN1C(=O)NC(Cc2ccccc2)C1=O (configuration not stated)
#24 CCC1Oc2ccccc2N(CC(=O)NCCCN2CCC(C)CC2)C1=O (configuration not stated)
#25 CCn1c(/C=C/Nc2ccccc2)[n+](CC)c2ccc(Cl)cc21
#26 CC1Cc2ccccc2N1C(=O)CSc1nnc(Cc2ccccc2)n1CCc1ccccc1 (configuration not stated)
#27 O=C(Cn1cncn1)N/N=C/c1ccncc1
#28 COc1ccc2cc(C3(C)NC(=O)N(CC(=O)Nc4c(C)n(C)n(-c5ccccc5)c4=O)C3=O)ccc2c1 (configuration not stated)
#29 Cc1cc(C)c2c(c1)/C(=c1/sc3n(c1=O)CN(c1ccccc1)CN=3)C(=O)N2
#30 O=C(CCCl)N(Cc1nc2ccccc2c(=O)[nH]1)Cc1cccs1

Screen / compound no.,21,22,23,24,25,26,27,28,29,30
BoNT A protease,-0.9,0.3,-0.2,1.7,0.1,0.1,-5.6,1.8,5.5,0.0
Mtb BioA inh,?,-1.2,/,-1.4,/,0.1,-0.1,-0.1,/,/
PfHsp40 yeast,-0.2,-0.5,-0.7,-0.1,-0.1,1.8,0.0,0.0,0.5,0.4
Anthrax LF prot,-5,-1,-2,3,0,-4,-7,-4,-11,-2
FadD28 FP inh,-3.3,-1.6,-2.2,-3.6,-2.7,-4.6,-1.9,-1.0,-2.9,-5.2
BoNT F protease,-10,5,1,4,2,0,-19,14,?,3
Mtb FBA inh,0,1,-1,0,0,-2,0,4,0,-4
UGM FP inh,-0.8,1.8,1.0,-0.3,-1.6,/,0.3,1.7,-0.4,-0.7
GDH-TPI counter,-1,5,0,2,8,-3,4,4,3,4

An excerpt of these results, with values under each structure:
Each structure is followed by: BoNT A protease	Mtb BioA inh	PfHsp40 yeast	Anthrax LF prot	FadD28 FP inh	BoNT F protease	Mtb FBA inh	UGM FP inh	GDH-TPI counter
(23) CCc1cccc(C)c1NC(=O)CN1C(=O)NC(Cc2ccccc2)C1=O (configuration not stated)
→ -0.2	/	-0.7	-2	-2.2	1	-1	1.0	0
(22) CCNC(=O)C12CCC(C)(C(=O)C1Br)C2(C)C (configuration not stated)
→ 0.3	-1.2	-0.5	-1	-1.6	5	1	1.8	5
(28) COc1ccc2cc(C3(C)NC(=O)N(CC(=O)Nc4c(C)n(C)n(-c5ccccc5)c4=O)C3=O)ccc2c1 (configuration not stated)
→ 1.8	-0.1	0.0	-4	-1.0	14	4	1.7	4
(21) CCn1cc(C(=O)NCCCN2CCCCCC2)c(=O)c2cc(S(=O)(=O)N3CCc4ccccc4C3)ccc21
→ -0.9	?	-0.2	-5	-3.3	-10	0	-0.8	-1
(26) CC1Cc2ccccc2N1C(=O)CSc1nnc(Cc2ccccc2)n1CCc1ccccc1 (configuration not stated)
→ 0.1	0.1	1.8	-4	-4.6	0	-2	/	-3

(further entries)
#31 Cn1c(Cc2ccccc2)nnc1SCC(=O)c1cccs1
#32 CCn1c(=N)c(C(=O)NC)cc2c(=O)n3cccc(C)c3nc21
#33 CCOC(=O)Cc1csc(NC(=S)NC(=O)c2ccc([N+](=O)[O-])cc2)n1
#34 C#CCn1c(=NC(=O)c2ccc(Cl)s2)sc2cccc(OC)c21
#35 Cc1cc(NS(=O)(=O)c2ccc(NC(=O)C(C)Oc3cc(C)c(Cl)c(C)c3)cc2)no1 (configuration not stated)
#36 Cc1cc(C)cc(OCC(=O)N2N=C(C(F)(F)F)CC2(O)C(C)(C)C)c1 (configuration not stated)
#37 OC(COc1ccc(CNCc2cccnc2)cc1)CN1CCc2ccccc2C1 (configuration not stated)
#38 CCCC(=O)NC(C)c1nc2ccccc2n1C (configuration not stated)
#39 NC(=O)C1(N2CCCCC2)CCN(Cc2ccc(F)cc2)CC1
#40 Cc1ccc(F)cc1NC(=O)c1c(-c2ccccc2)noc1C

Screen / compound no.,31,32,33,34,35,36,37,38,39,40
BoNT A protease,-1.0,1.0,-0.2,-0.5,2.0,-0.1,-0.5,0.5,-5.2,-0.8
Mtb BioA inh,/,0.4,/,-3.2,0.7,2.6,/,-2.1,/,1.2
PfHsp40 yeast,0.3,-0.7,-1.0,0.6,1.5,-0.6,0.8,0.5,-1.4,1.1
Anthrax LF prot,-2,-2,-4,-5,0,-2,-3,-10,1,-9
FadD28 FP inh,1.0,0.5,0.6,1.0,-5.1,-4.5,-0.8,-2.1,-2.1,0.3
BoNT F protease,-10,9,-4,-14,-6,4,-6,-6,-2,-4
Mtb FBA inh,-3,+,-5,4,2,1,-1,2,3,2
UGM FP inh,2.2,/,-0.8,-0.3,3.4,-3.0,-1.2,-0.2,-1.4,0.8
GDH-TPI counter,4,11,13,12,4,7,4,2,1,3

#41 CCCOc1ccc(/C(O)=C2/C(=O)C(=O)N(CCCn3ccnc3)C2c2ccco2)cc1 (configuration not stated)
#42 CCc1nnc(NC(=O)c2ncc(Cl)c(Cl)c2Cl)s1
#43 COc1ccc(OC)c(-n2c(O)c(/C=C3\C=Nc4ccccc43)c(=O)[nH]c2=O)c1
#44 CCOC(=O)c1c(CC(C)C)csc1NC(C)=O
#45 O=c1[nH][nH]c(-c2ccccc2)c1C=Nc1ccc(C(F)(F)F)cc1
#46 CCCCC(=NCCc1c(C)[nH]c2ccccc12)C1=C(O)CC(c2ccccc2)CC1=O (configuration not stated)
#47 CC1(C)CC(=O)C(CC2=C(N)CC(C)(C)CC2=O)=C(N)C1
#48 O=C(CCCSc1nc2ccccc2[nH]1)NC1CCCCC1
#49 COc1cccc(/C=C/C(=O)OCC(=O)c2c[nH]c3ccccc23)c1OC
#50 Cc1ccc(C)c(N2CCN(C(c3ccncc3)c3nnnn3Cc3ccccc3)CC2)c1 (configuration not stated)
#51 COc1ccc(N(C)S(=O)(=O)c2cccc(C(=O)Nc3cccc(C(=O)NC4CC4)c3)c2)cc1
#52 OC(c1ccc(F)cc1)c1ncc(-c2cccc(C(F)(F)F)c2)[nH]1 (configuration not stated)

Screen / compound no.,41,42,43,44,45,46,47,48,49,50,51,52
BoNT A protease,0.0,0.2,-0.9,0.3,-0.1,-1.5,0.9,0.1,39*,1.7,-2.0,0.5
Mtb BioA inh,2.0,-0.5,-1.0,-0.5,-0.5,-1.4,-1.9,/,-3.4,1.6,-0.7,-0.7
PfHsp40 yeast,-0.4,1.8,13,-1.8,0.6,0.5,0.6,-0.6,-1.3,-0.1,-0.5,/
Anthrax LF prot,-11,4,0,-1,-3,-6,-8,-5,15,2,-3,-6
FadD28 FP inh,-2.0,/,-0.1,-4.5,-3.2,-2.8,-3.7,-1.3,-2.5,-2.8,-1.7,-2.6
BoNT F protease,15,5,-23,6,-4,-8,?,7,-9,-16,-7,-7
Mtb FBA inh,23,3,4,1,2,1,3,7,3,0,1,2
UGM FP inh,0.2,-2.6,1.8,0.8,-1.1,2.0,1.7,-1.4,2.2,1.1,4.5,/
GDH-TPI counter,14,3,-1,-6,5,0,0,0,3,-8,-7,12
